AGP1-GFP MLPCN: yeast TOR pathway AGP1-GFP modulation; S. cerevisiae AGP1-GFP multiplex flow cytometry, 3 h; GFP as percent of DMSO wells; 320,000 tested, 0.02% active; GFP response vs DMSO, % at 10 µM;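 active means GFP response relative to DMSO above a set limit, near screen average plus 3 SD, cut at about 150% in these data; inconclusive means fewer than 70 cells counted for the yeast strain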;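 further: median GFP channel fluorescence of the gated AGP1 strain per well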
MEX-5 binding: C. elegans MEX-5 TCR-2 RNA binding activity | Q9XUB2 | MEX-5/FITC-TCR2 RNA binding, fluorescence polarization; active compounds read low | activity score (negative = inhibition of binding), % at 10 µM | 300,000 tested, 0.38% active;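 active means inhibition past about -25% in most replicates, and total fluorescence under double the plate's negative control median, limit read from the data; inconclusive means replicates evenly split on the limit, or fluorescence at least double controls; inactive means too little inhibition in most replicates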;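 further: 0% = DMSO and -100% = 5 µM competing unlabeled TCR2 RNA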
GLD-1 RNA inh: GLD-1-TGE RNA interaction inhibition (C. elegans). Q17339. purified GLD-1 + fluorescein TGE RNA, fluorescence polarization. inhibition, % at 5.96 µM. 320,000 tested, 0.44% active;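 active means percent inhibition above a per-plate cutoff, the plate mean of test compounds plus 3 SD, cut at about 30% in these data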;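 further: 0% = DMSO wells with GLD-1 and probe and 100% = wells lacking GLD-1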
CIT2-GFP yeast: alters CIT2-GFP fluorescence in TOR pathway yeast screen; S. cerevisiae CIT2-GFP strain, flow cytometry, 3 h; 100 means same as DMSO wells; GFP response vs DMSO, % at 10 µM; AID 2029; 320,000 tested, 0.065% active;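 active means GFP response relative to DMSO above a set limit, near the screen mean plus 3 SD, cut at about 150% in these data; inconclusive means Fewer than 70 cells measured for a yeast strain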;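 further: ratio of well median GFP fluorescence to mean of DMSO wells on the plate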
GRK2 inh: inhibitors of human GRK2 displacing RNA aptamer; bead flow cytometry, FAM-aptamer displacement from GRK2; inhibition of aptamer binding, % at 10 µM; 330,000 tested, 0.59% active;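 active means inhibition of aptamer binding above 40%, roughly 3 SD of noise, on plates passing a quality check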;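 further: median bead fluorescence of bound FAM aptamer so fluorescent compounds give negative values; no value below 0 was filed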
MCL1 BIM primary: disrupts human MCL1 binding to BIM-BH3 peptide; Q07820; GST-MCL1 / FITC-Bim-BH3 fluorescence polarization; inhibition, % at 10.9 µM; 320,000 tested, 0.68% active;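 active means inhibition above the mean inhibition of all tested compounds plus 3 SD, set per campaign, cut at about 40% in these data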;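 further: 0% = DMSO wells and 100% = unlabeled Bim-BH3 peptide control; higher means more loss of mP so more displacement of Bim peptide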
CR mimetic SO: yeast age-related superoxide inhibition as caloric restriction mimetic; S. cerevisiae aged cells, superoxide DHE fluorescence; active compounds read low; superoxide response (% of plate mean), % at 10 µM; 330,000 tested, 0.18% active;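 active means superoxide response under a set limit, about three screen SD below normal, cut at about 65% in these data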;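 further: yeast aged for seven days with compound at 30 °C before DHE staining; 100% = average MFI of all compound-treated wells on the plate with controls excluded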
BCLXL inh: inhibitors of human Bcl-xL; AID 2129; GST-Bcl-xL / FITC-Bim BH3 peptide fluorescence polarization; inhibition, % at 10.9 µM; 320,000 tested, 0.7% active;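 active means inhibition above the mean of all tested compounds plus 3 SD, cutoff set per campaign, cut at about 30% in these data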;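 further: 0% = DMSO wells and 100% = unlabeled Bim-BH3 peptide competitor; inhibitors lower millipolarization by displacing the labeled peptide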
VLA-4 inh: inhibition in a human VLA-4 binding assay. P13612. VLA-4 expressing cells, ligand binding flow cytometry. inhibition, % (about 7 µM as worked out from the volumes in the protocol). 330,000 tested, 0.2% active; in the data active means inhibition above about 50%
Target sequence (P13612 whole entry, looked up): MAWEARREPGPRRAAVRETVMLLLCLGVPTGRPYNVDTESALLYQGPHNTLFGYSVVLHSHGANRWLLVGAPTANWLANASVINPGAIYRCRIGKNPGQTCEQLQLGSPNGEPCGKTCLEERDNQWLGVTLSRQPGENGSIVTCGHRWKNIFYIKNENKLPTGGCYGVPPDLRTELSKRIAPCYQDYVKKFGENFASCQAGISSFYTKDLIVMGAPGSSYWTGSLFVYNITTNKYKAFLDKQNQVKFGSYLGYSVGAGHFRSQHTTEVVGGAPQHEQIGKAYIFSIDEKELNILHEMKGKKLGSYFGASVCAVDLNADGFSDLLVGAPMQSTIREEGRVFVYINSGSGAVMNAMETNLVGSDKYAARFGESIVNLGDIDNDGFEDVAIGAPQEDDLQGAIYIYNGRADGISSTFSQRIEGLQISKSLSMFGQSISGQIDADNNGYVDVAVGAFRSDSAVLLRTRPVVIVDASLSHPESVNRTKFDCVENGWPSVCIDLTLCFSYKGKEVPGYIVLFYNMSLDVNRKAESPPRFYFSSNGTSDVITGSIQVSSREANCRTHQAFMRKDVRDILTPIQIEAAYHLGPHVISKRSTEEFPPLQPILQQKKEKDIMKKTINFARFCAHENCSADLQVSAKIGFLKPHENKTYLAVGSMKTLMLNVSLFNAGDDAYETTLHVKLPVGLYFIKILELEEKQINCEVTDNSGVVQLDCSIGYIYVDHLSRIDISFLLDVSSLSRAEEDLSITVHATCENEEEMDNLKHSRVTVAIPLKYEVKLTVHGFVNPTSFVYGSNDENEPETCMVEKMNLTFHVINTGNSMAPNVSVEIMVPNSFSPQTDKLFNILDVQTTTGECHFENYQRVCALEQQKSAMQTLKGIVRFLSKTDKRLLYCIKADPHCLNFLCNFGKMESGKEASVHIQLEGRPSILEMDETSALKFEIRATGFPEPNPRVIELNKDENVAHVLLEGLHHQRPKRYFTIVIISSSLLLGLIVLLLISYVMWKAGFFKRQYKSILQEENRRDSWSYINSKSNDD
Active calls of the source: *; ? = inconclusive; . = not tested or not shown; [ ] = remark or other dose.

SMILES	AGP1-GFP MLPCN	MEX-5 binding	GLD-1 RNA inh	CIT2-GFP yeast	GRK2 inh	MCL1 BIM primary	CR mimetic SO	BCLXL inh	VLA-4 inh
CCOc1ccccc1OCCCC(=O)Nc1ccc(Cl)c(S(=O)(=O)N2CCOCC2)c1	107	.	4	97	0	-1	160	3	0
Cc1ccc(-c2csc(NC(=O)C3CC=CCC3C(=O)O)c2C(=O)OC(C)C)cc1 (centres undefined)	107	-6.1	-1	107	5	15	96	-2	-7
COc1cccc(-c2nnn(CC(=O)N3CCC(C)CC3)n2)c1	97	4.0	.	106	2	.	96	.	8
CC1CC(=O)N(C)c2cc([N+](=O)[O-])ccc2N1 (centres undefined)	100	2.8	2	107	1	2	101	0	-3
CC(NC(=O)COc1ccccc1)C(=O)NC1=NCCS1 (centres undefined)	112	0.5	-3	114	0	3	92	1	7
Cc1ccc(C(=O)OCC(=O)NNC(=O)c2ccc([N+](=O)[O-])cc2)o1	112	-1.3	2	108	9	-19	124	0	6
CCOC(=O)c1sc2nc(N3CCOCC3)c3c(c2c1N)CCCC3	104	-0.9	4	107	0	-6	112	-6	-8
CC(=O)Nc1ccc(NC(=O)Cn2c(=O)n(-c3ccc(F)cc3)c(=O)c3oc4ccccc4c32)cc1	105	0.9	1	91	0	9	113	4	1
CCOC(=O)CNC(=O)c1cc2c(=O)[nH]c3ccc(C)cc3c2s1	97	-4.3	7	99	1	2	93	2	5
CN(C)S(=O)(=O)c1cccc(NC(=S)N/N=C/c2ccco2)c1	110	-3.3	2	107	4	-2	100	5	-3
CCN(CC)S(=O)(=O)c1ccc2nc(SC)sc2c1	95	1.5	1	80	0	-2	79	6	0
Cn1cccc1/C=N/n1c(-c2ccccc2)n[nH]c1=S	93	1.3	-3	107	2	-6	84	-19	-4
COc1ccccc1N1CCN(S(=O)(=O)c2cn(C)c(=O)n(C)c2=O)CC1	85	0.4	-8	88	0	-7	115	47*	-3
O=S(=O)(Nc1nc2ccccc2nc1N1CCc2ccccc2C1)c1ccc(Cl)cc1	93	0.4	-1	92	0	3	98	4	5
N/C(=N\OC(=O)CCCN1C(=O)c2ccccc2C1=O)c1ccc(Br)cc1	99	-0.9	6	101	0	-9	101	-1	6
CCc1nnc(NC(=O)C2c3ccccc3Oc3ccccc32)s1	101	2.5	5	100	0	-6	97	0	12
CCN1C(=O)N[C@@H](c2cccs2)C(C(=O)OC)=C1C	93	-6.0	-4	87	3	3	106	6	-2
COC(=O)CSc1nc2cc(C)ccc2cc1C#N	91	0.4	-2	96	0	13	109	11	-2
Cc1oc2c(c1C(=O)Nc1ccc(C(=O)O)cc1)CCCC2	77	0.3	-5	83	0	-5	121	0	6
CCC(C)(C)NC(=O)C(c1ccccc1Cl)N(C(=O)CCC(=O)Nc1cc(C)on1)c1ccc(NC(C)=O)cc1 (centres undefined)	98	-5.5	4	109	0	-5	101	2	-1
COc1ccccc1Nc1nc(N)nc(CN2CCc3ccccc3C2)n1	96	3.8	-3	95	4	7	97	0	6
CCOc1ccccc1OCC(=O)OCc1csc(CC(=O)Nc2ccccc2C)n1	96	2.2	-3	96	0	-4	98	-4	10
CCOc1ccccc1OCCCC(=O)N(CC)CC(=O)Nc1ccc(NC(C)=O)cc1	103	0.6	-4	104	0	-17	95	-11	-2
COCCCNC(=O)/C(C#N)=C/c1c(N2CCN(C)CC2)nc2ccccn2c1=O	99	-0.3	4	105	3	7	91	7	21
O=C(N/N=C\c1ccc(O)c([N+](=O)[O-])c1)c1ccccc1-n1cccc1	81	0.6	-2	98	3	11	114	1	24
CC(=O)Nc1ccc(S(=O)(=O)NCCc2ccc(F)cc2)cc1	.	0.5	1	96	1	6	105	6	11
O=c1oc(-c2ccc(O)c(O)c2)cc2cccc(O)c12	96	.	1	97	3	.	98	.	-4
O=C(Cc1ccccc1)Nc1ccc(C(=O)Nc2ccccc2C(=O)O)cc1	102	1.6	-6	103	2	-1	105	16	32
CC1Cc2ccccc2N1C(=O)CSc1nc(-c2ccco2)cc(C(F)(F)F)n1 (centres undefined)	98	-2.2	4	101	0	6	94	4	4
C=CCN1C(=O)C(CC(=O)Nc2ccccc2)SC1=Nc1ccc(S(N)(=O)=O)cc1 (centres undefined)	.	-0.1	6	109	4	2	85	6	4
CC1CN(C(=O)Nc2ccc(F)cc2F)CC(C)O1 (centres undefined)	93	-1.5	0	97	0	0	127	-3	8
COc1ccc(C(=O)OC2CCN(c3ncc(C(F)(F)F)cc3Cl)CC2)cc1	94	1.0	9	95	0	0	95	2	1
CN(Cc1ccccc1)S(=O)(=O)c1ccc(OCC(=O)NCc2ccncc2)cc1	103	2.5	8	96	0	2	121	2	-6
S=c1[nH]nc(C2CCCCC2)n1/N=C/c1ccc(Br)cc1	116	-1.8	4	121	3	-11	96	-13	5
Cc1cc(C)nc(N/N=C/c2cc3c(cc2[N+](=O)[O-])OCO3)n1	85	-3.7	4	87	1	3	113	0	19
Cc1cc(NC(=O)CSCC(=O)Nc2ccccc2Oc2ccccc2)no1	105	2.5	6	96	1	1	107	-2	5
C=CCn1c(=O)/c(=C/c2ccc(O)cc2)s/c1=C(/C#N)c1nnc2n1CCCCC2	89	.	-122	.	0	-51	113	-26	-41
CCOC(=O)c1sc(N(Cc2ccccc2)C(=O)CSc2nnc(C3CC3)n2N)nc1C	99	-0.4	0	102	0	1	120	2	40
CC(C)C(NC(=O)/C=C/c1ccc(F)cc1)C(C)C	?	1.0	-1	90[may fluoresce red]	4	5	90	4	6
CCCCOc1ccccc1N	95	0.3	-4	94	0	3	129	4	6
NCCNCCNCCN	86	2.9	7	98	0	-1	98	-3	15
COC(=O)c1oc2ccccc2c1N	96	1.0	3	95	1	-3	96	-4	-2
O=C(CCCNS(=O)(=O)c1cccc2nsnc12)NCCc1ccccc1	103	-2.1	6	97	0	1	112	3	-13
CCOC(=O)c1ccc(NC(=O)c2nc[nH]c2C(=O)N[C@@H](CC(C)C)C(=O)OCc2ccccc2)cc1	93	-2.3	3	91	2	6	98	6	-11
Cc1cc[n+](CCc2ccccc2)cc1C	99	6.0	-11	105	0	-2	100	-5	10
FC(F)Oc1ccc(NC(=S)NCc2ccco2)cc1Cl	104	0.7	-6	93	2	-3	93	8	-16
CCN(C(=O)COC(=O)c1ccc(OCc2c(C)noc2C)cc1)c1ccccc1	98	-0.7	-6	85	1	-4	105	-1	5
C1=C(c2ccccc2)CCN(c2ncnc3nc[nH]c23)C1	93	3.7	2	90	0	4	105	9	31
COc1ccc2cc3c(N)nn(C(=O)c4cccc([N+](=O)[O-])c4)c3nc2c1	101	0.1	1	97	73*	1	115	-5	14
Cc1cc(-c2nnc(CCC(=O)NC(c3ccccc3)c3ccccc3)o2)no1	93	-2.4	0	91	4	1	94	5	9
CCc1nnc(NC(=O)CN2CCN(Cc3ccc(F)cc3)CC2)s1	106	0.3	4	106	1	2	94	4	6
O=C1C2C3C=CC(CC3)C2C(=O)N1/N=C/c1c(O)ccc2ccccc12 (centres undefined)	93	-3.6	-2	100	0	2	108	2	3
CCOCCCNC(=O)c1ccc(C2SCC(=O)N2Cc2ccccc2)cc1 (centres undefined)	90	-1.1	1	100	26	-6	94	7	14
Cc1ccc(S(=O)(=O)N(C)C)cc1NC(=O)CCCNC(=O)c1ccc(Cl)cc1	94	1.4	11	95	0	-14	116	-4	2
Cc1ccc(OCCn2c(=O)n(C)c3ccccc32)cc1	101	-1.3	4	93	2	0	111	3	9
CCCS(=O)(=O)N1CCN(S(=O)(=O)c2ccccc2)CC1	100	0.9	0	105	1	-7	84	-3	-6
O=[N+]([O-])c1ccc(CSc2nnc(Cc3ccccc3)n2-c2ccc(F)cc2)cc1	102	1.6	0	96	2	-4	92	-2	2
CN(C(=O)CN1C(=O)S/C(=C\c2cccc(Cl)c2)C1=O)C1CCS(=O)(=O)C1 (centres undefined)	90	0.9	7	89	5	3	93	-3	10
CCCn1c2ccccc2c2cnn(CC(=O)NC3CCCCC3C)c(=O)c21 (centres undefined)	99	-2.9	6	104	1	2	98	5	6
Cc1csc2c(SCC(=O)NNS(=O)(=O)c3cccc(C(F)(F)F)c3)ncnc12	107	2.2	2	99	2	4	92	1	15

Next section
SMILES	AGP1-GFP MLPCN	MEX-5 binding	GLD-1 RNA inh	CIT2-GFP yeast	GRK2 inh	MCL1 BIM primary	CR mimetic SO	BCLXL inh	VLA-4 inh
CCOC(=O)C1(Cc2cccc(Cl)c2)CCCN(C(=O)c2c(CC)noc2C)C1 (centres undefined)	105	0.6	4	102	3	42*	90	6	8
CCOC(=O)c1c(C)nc2c(c1-c1ccc(OC)c(OC)c1)C(=O)c1ccccc1-2	94	-14	-3	95	0	-2	124	3	-36
CCOC(=O)n1c(=O)n(Cc2cccc(F)c2)c2ccccc21	93	1.3	-2	94	0	5	102	4	14
C/C(=N\OCC(=O)Nc1ccc2c(c1)OCCO2)c1ccc2c(c1)OCCO2	101	1.4	5	96	0	2	123	4	3
O=S(=O)(c1ccc(F)cc1)N1CCCNCC1	101	-3.3	-5	94	0	4	96	3	13
CN1Cc2cc(C(=O)c3cc(Cl)cc(CSc4ncccn4)c3O)cnc2NC1=O	97	-6.3	-7	99	3	4	113	0	-38
Cc1cccc(C(=O)NNC(=O)c2ccccc2[N+](=O)[O-])c1	100	-4.9	-4	108	0	-10	99	-3	12
CCOC(=O)C1=C(C)NC(C)=C(C(=O)OCC)C1C(=O)OCC(=O)N(C)C1CCS(=O)(=O)C1 (centres undefined)	96	2.3	-1	100	0	0	92	6	3
CC(C)CNC(=O)COC(=O)c1ccc(Cl)c(S(N)(=O)=O)c1	103	0.2	-1	98	2	-2	100	4	4
O=C(Cc1ccc2c(c1)OCCO2)Nc1ccc(Cl)c(S(=O)(=O)N2CCOCC2)c1	77	.	7	84	0	0	116	3	9
COc1ccc(N2C(=O)CC(Nc3ccc(N4CCOCC4)cc3)C2=O)c(OC)c1 (centres undefined)	97	-1.7	-4	98	0	22	100	16	-8
COc1cc2c(cc1OC)C(c1ccc(C)o1)CC(=O)N2 (centres undefined)	101	-1.0	9	115	3	1	94	4	-8
Cc1cc2c(c(=O)o1)C(c1cccs1)C(C#N)=C(N)O2 (centres undefined)	99	-0.2	4	108	0	3	93	4	-14
O=c1[nH]c(NC2CCCCC2)nnc1Cc1ccccc1	102	1.4	-1	97	0	-8	112	-3	-3
Cc1c(CCOC(=O)CC23CC4CC(CC(C4)C2)C3)sc[n+]1CC(=O)c1ccccc1	105	0.4	-6	98	0	-4	111	-5	18
COc1cccc(CCN2C(=O)C(=O)N([C@@H](CNCc3ccccc3)Cc3ccccc3F)C[C@@H]2C(C)(C)C)c1	92	.	181*	91	0	6	93	5	2
COc1cc(C(=O)Nc2ccc3c(c2)ncn3C(C)(C)C)cc(OC)c1OC	101	2.0	.	101	1	.	103	.	-3

Screens (PubChem BioAssay)
